GPR151 ag: activates the human receptor GPR151; Q8TDV0; AID 1508602; PathHunter beta-arrestin GPR151 cells, luminescence; activation, % at 11.2 µM; 650,000 compounds, 1% hits; in the data active = activation above about 4.9%;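 note: 0% = median of compound wells and 100% = cells with positive control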
Target sequence (Q8TDV0 whole entry, looked up): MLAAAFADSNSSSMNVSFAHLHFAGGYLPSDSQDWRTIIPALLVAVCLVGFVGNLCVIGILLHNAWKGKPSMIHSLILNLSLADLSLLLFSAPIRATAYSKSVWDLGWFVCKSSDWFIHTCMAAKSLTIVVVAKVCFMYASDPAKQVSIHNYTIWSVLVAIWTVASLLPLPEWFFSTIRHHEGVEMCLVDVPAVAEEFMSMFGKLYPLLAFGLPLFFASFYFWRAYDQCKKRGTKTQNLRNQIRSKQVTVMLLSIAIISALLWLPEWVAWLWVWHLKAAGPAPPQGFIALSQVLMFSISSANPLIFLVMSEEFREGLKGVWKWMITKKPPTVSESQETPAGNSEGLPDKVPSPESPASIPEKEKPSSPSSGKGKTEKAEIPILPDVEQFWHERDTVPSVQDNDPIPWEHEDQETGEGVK
TEAD-YAP inh: TEAD-YAP interaction inhibition | inhibition, % at 9.12 µM | 640,000 compounds, 1.4% hits | HEK-TIYL cells, TEAD-Gal4/YAP UAS-luciferase luminescence; in the data active = inhibition above about 32%;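 note: 0% = median of test compound wells and 100% = reference inhibitor wells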
FBW7 activator: human FBW7 E3 ligase activation, primary screen. AlphaScreen FBW7–phospho-cyclin E peptide binding, activator screen. normalized activity (activation), % at 26.1 µM. 650,000 compounds, 0.13% hits; in the data active = normalized activity above about 1.9%;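 note: purified mutant Fbw7 with reduced substrate affinity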
Target sequence (Q969H0 whole entry, looked up): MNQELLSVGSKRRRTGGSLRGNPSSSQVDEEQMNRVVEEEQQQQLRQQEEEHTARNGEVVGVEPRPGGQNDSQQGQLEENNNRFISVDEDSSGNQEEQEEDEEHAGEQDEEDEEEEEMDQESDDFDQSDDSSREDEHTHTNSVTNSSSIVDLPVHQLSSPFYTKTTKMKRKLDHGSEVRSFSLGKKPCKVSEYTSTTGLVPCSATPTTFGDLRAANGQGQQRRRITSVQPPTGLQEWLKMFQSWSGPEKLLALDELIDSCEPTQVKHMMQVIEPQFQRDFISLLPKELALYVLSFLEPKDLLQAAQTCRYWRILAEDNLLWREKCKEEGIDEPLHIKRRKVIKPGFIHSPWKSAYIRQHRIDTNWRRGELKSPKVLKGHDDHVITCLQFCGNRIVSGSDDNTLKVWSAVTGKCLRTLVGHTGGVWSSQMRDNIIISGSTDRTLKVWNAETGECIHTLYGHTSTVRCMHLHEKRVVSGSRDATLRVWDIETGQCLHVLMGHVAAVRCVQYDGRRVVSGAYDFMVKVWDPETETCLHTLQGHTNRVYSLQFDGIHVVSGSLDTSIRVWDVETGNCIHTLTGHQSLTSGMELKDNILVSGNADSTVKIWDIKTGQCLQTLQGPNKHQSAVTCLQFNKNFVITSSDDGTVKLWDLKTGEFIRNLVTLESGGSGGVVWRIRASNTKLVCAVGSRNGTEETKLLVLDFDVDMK
MITF inh: human MITF inhibition, primary screen; 650,000 compounds, 0.91% hits; inhibition, % at 2.6 µM; AlphaScreen MITF homodimerization, bead proximity signal; in the data active = inhibition above about 50%;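 note: 0% = vehicle wells with protein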
* hit, by the source's call.

CCN(CC)c1ccc(NC(=O)c2ccc(Br)o2)cc1 was read as GPR151 ag -1.5, TEAD-YAP inh -77.7, FBW7 activator -0.3 and MITF inh -3.7.
`CCC(=O)Nc1c2c(nn1-c1cccc(C)c1C)CS(=O)C2` (stereo unspecified) gave GPR151 ag -0.3, TEAD-YAP inh 10.5, FBW7 activator 0.0 and MITF inh 5.2.
`Cc1cccc(Nc2nc(-c3ccc(O)cc3)cs2)c1` gave GPR151 ag -1.3, TEAD-YAP inh -46.0, FBW7 activator -0.2 and MITF inh 67.2*.
O=C(CSc1ccc(-c2ccc(-n3ccnc3)cc2)nn1)N1CCCc2ccccc21 was read as GPR151 ag -1.0, TEAD-YAP inh 10.5, FBW7 activator 0.0 and MITF inh -1.4.
CC(=O)NC(=O)c1cc2c(ccc3ccccc32)oc1=Nc1ccc(OC(F)(F)F)cc1 was read as GPR151 ag 0.1, TEAD-YAP inh 9.9, FBW7 activator 0.1 and MITF inh 5.5.
For Cc1cccc(OCC(=O)Nc2cccc(I)c2)c1 the results were GPR151 ag -1.7, TEAD-YAP inh 6.8, FBW7 activator -0.1 and MITF inh 6.3.
`Cc1ccc(O)c(NC(=O)CSc2n[nH]c(C)c2[N+](=O)[O-])c1` gave GPR151 ag -0.6, TEAD-YAP inh -3.8, FBW7 activator 0.1 and MITF inh 6.4.
For CC(C)(C)C(=O)NC1(C(F)(F)F)NC(=O)N(c2ccccc2F)C1=O (stereo unspecified) the results were GPR151 ag 6.6*, TEAD-YAP inh -1.2, FBW7 activator 0.0 and MITF inh -10.7.
CCc1ccc(OCCNc2cc(N3CCN(CCO)CC3)ccc2[N+](=O)[O-])cc1 was read as GPR151 ag -0.7, TEAD-YAP inh -13.5, FBW7 activator -0.1 and MITF inh 7.7.
Screening Cc1ccc(C(C)C)c(OCC(=O)Nc2ccc(Br)cc2)c1 returned GPR151 ag -1.0, TEAD-YAP inh 1.0, FBW7 activator 0.0 and MITF inh -1.0.
C[C@@H](Cn1nnc2ccccc21)NC(=O)CCn1ncc2ccccc21 was read as GPR151 ag 0.3, TEAD-YAP inh 13.0, FBW7 activator 0.0 and MITF inh 5.1.
`CCOC(=O)c1ccc2nc(C)cc(Nc3ccc(N4CCOCC4)cc3)c2c1` gave GPR151 ag -0.2, TEAD-YAP inh 9.5, FBW7 activator -0.4 and MITF inh 7.0.
For COC(=O)CSc1ccc2c3c(cccc13)C(=O)c1ccccc1-2 the results were GPR151 ag 1.2, TEAD-YAP inh -4.7, FBW7 activator 0.1 and MITF inh -4.1.
For COc1ccc2c(C)nc(N3CCCC(C(=O)N4CCC[C@H]4CO)C3)nc2c1 (stereo partly specified) the results were GPR151 ag 1.2, TEAD-YAP inh -9.2, FBW7 activator 0.1 and MITF inh 8.8.
Screening O=C(COC(=O)C12CC3CC(C1)CC(c1ccccc1)(C3)C2)N1CCCC1 returned GPR151 ag 0.2, TEAD-YAP inh -3.2, FBW7 activator -0.2 and MITF inh 1.5.
For COc1ccc(C(=O)NCCCN(C)C)cc1[N+](=O)[O-] the results were GPR151 ag 0.2, TEAD-YAP inh 4.3, FBW7 activator -0.1 and MITF inh 0.7.
`Cc1c(C=O)c(C=O)c(C)n1-c1ccc(N(C)C)cc1` gave GPR151 ag 1.0, TEAD-YAP inh -6.0, FBW7 activator -0.1 and MITF inh 2.8.
C/C(=N\NC(=O)c1ccc(NS(=O)(=O)c2cccs2)cc1)c1ccc2ccccc2c1 was read as GPR151 ag -0.6, TEAD-YAP inh -1.7, FBW7 activator 0.3 and MITF inh 14.8.
For COC(=O)c1ccc2c(=O)n(CCN3CCOCC3)c(SCC(=O)Nc3ccc(C)cc3)nc2c1 the results were GPR151 ag -0.6, TEAD-YAP inh 5.4, FBW7 activator -0.2 and MITF inh -1.0.
`COc1ccc(OC)c2c1sc(=NC(=O)COc1ccccc1)n2C` gave GPR151 ag -1.2, TEAD-YAP inh -5.9, FBW7 activator 0.2 and MITF inh -8.7.
For Cc1cc(N2CCCCCC2)nc2ccccc12 the results were GPR151 ag 1.4, TEAD-YAP inh 7.5, FBW7 activator 0.2 and MITF inh 3.0.
CCc1ccc(N(C)C(=O)CN2Cc3ccccc3C2=O)cc1 was read as GPR151 ag 0.1, TEAD-YAP inh 12.7, FBW7 activator 0.1 and MITF inh -2.0.
`COc1cc(CNC(=O)c2cnccn2)cc(OC)c1` gave GPR151 ag 0.4, TEAD-YAP inh 6.7, FBW7 activator -0.1 and MITF inh -0.1.
`Cc1ccc(NC(=O)Cn2cnc3sc(C(=O)N4CCC(C(N)=O)(N5CCCCC5)CC4)c(C)c3c2=O)cc1Cl` gave GPR151 ag 0.2, TEAD-YAP inh -7.2, FBW7 activator 0.0 and MITF inh 2.9.

Four structures already listed, arranged by number of heavy atoms, highest first:
For COc1ccc2c(C)nc(N3CCCC(C(=O)N4CCC[C@H]4CO)C3)nc2c1 (stereo partly specified) the results were GPR151 ag 1.2, TEAD-YAP inh -9.2, FBW7 activator 0.1 and MITF inh 8.8.
For COC(=O)CSc1ccc2c3c(cccc13)C(=O)c1ccccc1-2 the results were GPR151 ag 1.2, TEAD-YAP inh -4.7, FBW7 activator 0.1 and MITF inh -4.1.
`COc1cc(CNC(=O)c2cnccn2)cc(OC)c1` gave GPR151 ag 0.4, TEAD-YAP inh 6.7, FBW7 activator -0.1 and MITF inh -0.1.
For Cc1cc(N2CCCCCC2)nc2ccccc12 the results were GPR151 ag 1.4, TEAD-YAP inh 7.5, FBW7 activator 0.2 and MITF inh 3.0.

More results.
Screening O=C(Nc1cccc(C(F)(F)F)c1)c1cc2cc(Cl)ccc2oc1=O returned GPR151 ag 1.2, TEAD-YAP inh -13.3, FBW7 activator 0.0 and MITF inh 11.3.
`Cc1nc(NCCCO)c(C#N)c(C)c1[N+](=O)[O-]` gave GPR151 ag -0.1, TEAD-YAP inh -5.1, FBW7 activator 0.3 and MITF inh -9.3.
For Cc1ccc2nc(-c3ccc(NC(=O)C45CC6CC(CC(C6)C4)C5)cc3)sc2c1 the results were GPR151 ag 0.3, TEAD-YAP inh -4.6, FBW7 activator 0.0 and MITF inh 3.0.
`O=C(CNC(=S)N(Cc1ccccc1F)C1CCCCC1)N1CCCC1` gave GPR151 ag 0.3, TEAD-YAP inh -0.2, FBW7 activator -0.1 and MITF inh -16.4.
For Cc1cc(-c2nnc(CCC(=O)N3CCCCCC3)o2)c(C)o1 the results were GPR151 ag 0.8, TEAD-YAP inh 0.9, FBW7 activator 0.0 and MITF inh 0.6.
`CCc1ccc(OC(=O)c2sc3ncn(CC)c(=O)c3c2C)cc1` gave GPR151 ag -0.4, TEAD-YAP inh -4.8, FBW7 activator 0.1 and MITF inh 9.3.
CC(C)(C)NC(=O)CSc1nncn1NCc1cccc2ccccc12 was read as GPR151 ag 0.1, TEAD-YAP inh 10.4, FBW7 activator 0.7 and MITF inh 17.4.
Screening Cc1ccccc1CN(CC(=O)N1CCN(C)CC1)S(=O)(=O)c1ccc(Cl)cc1 returned GPR151 ag -0.4, TEAD-YAP inh 5.6, FBW7 activator -0.1 and MITF inh 16.7.
Screening O=C(Nc1cc(Cl)ccc1Cl)c1cnn2c(C(F)(F)F)cc(-c3cccs3)nc12 returned GPR151 ag -2.0, TEAD-YAP inh 4.1, FBW7 activator 0.5 and MITF inh 10.6.
For Cc1cc(NC(=O)c2ccccc2Br)ccc1I the results were GPR151 ag -0.8, TEAD-YAP inh -73.1, FBW7 activator 0.1 and MITF inh 2.8.
Screening Cc1ccc(-n2c(N)c(C(=O)N3CCCCC3)sc2=S)cc1 returned GPR151 ag 1.8, TEAD-YAP inh -19.6, FBW7 activator -0.1 and MITF inh 0.5.
For O=C(NCc1cccs1)c1cc(-c2ccc(F)cc2)n[nH]1 the results were GPR151 ag 3.1, TEAD-YAP inh -105.3, FBW7 activator 0.1 and MITF inh 7.5.

Nothing new here: an excerpt of the list.
Screening Cc1ccc(-n2c(N)c(C(=O)N3CCCCC3)sc2=S)cc1 returned GPR151 ag 1.8, TEAD-YAP inh -19.6, FBW7 activator -0.1 and MITF inh 0.5.
For O=C(NCc1cccs1)c1cc(-c2ccc(F)cc2)n[nH]1 the results were GPR151 ag 3.1, TEAD-YAP inh -105.3, FBW7 activator 0.1 and MITF inh 7.5.

(list continues)
`CC(=O)n1cc(/C=C/C=N/NC(=O)CC#N)c2ccccc21` gave GPR151 ag -0.6, TEAD-YAP inh 16.0, FBW7 activator 0.2 and MITF inh 9.1.
For C=CCN(c1ccc(C(=O)NCCSc2ccccc2)cc1)S(C)(=O)=O the results were GPR151 ag 1.7, TEAD-YAP inh -7.5, FBW7 activator 0.0 and MITF inh 14.1.
COc1ccc(C2CC(c3ccc(OC(F)F)cc3)n3nnnc3N2)cc1 (stereo unspecified) was read as GPR151 ag -1.2, TEAD-YAP inh 9.7, FBW7 activator -0.1 and MITF inh 1.1.
Screening CN(CCc1ccccn1)C(=O)CCC1CCCN(c2nc3ccccc3s2)C1 (stereo unspecified) returned GPR151 ag -0.3, TEAD-YAP inh 10.2, FBW7 activator -0.1 and MITF inh 11.5.
For Cc1ccc(S(=O)(=O)n2cc([N+](=O)[O-])nc2C)cc1C the results were GPR151 ag 0.1, TEAD-YAP inh 4.6, FBW7 activator -0.1 and MITF inh 3.7.
For O=C(NNC1CC(=O)N(c2cc(Cl)cc(Cl)c2)C1=O)c1ccccc1 (stereo unspecified) the results were GPR151 ag 0.0, TEAD-YAP inh -2.9, FBW7 activator 0.1 and MITF inh 7.2.
Screening CCOc1cccc(C2CC(c3ccc(Br)cc3)=NC(c3ccccc3C)N2)c1O (stereo unspecified) returned GPR151 ag 0.3, TEAD-YAP inh -13.6, FBW7 activator -0.3 and MITF inh 1.2.
`CCCc1c(O)nc(SCCN(CC)CC)n(C(=O)c2ccccc2Cl)c1=O` gave GPR151 ag 0.2, TEAD-YAP inh -2.3, FBW7 activator 0.0 and MITF inh -1.5.
Screening Cc1ccccc1Cn1nc(C)c(NC(=O)c2cc(C(C)C)on2)c1C returned GPR151 ag -0.5, TEAD-YAP inh -4.6, FBW7 activator 0.0 and MITF inh -2.8.
For CN(C)C(=O)CSc1nc2ccccc2o1 the results were GPR151 ag -0.1, TEAD-YAP inh -45.0, FBW7 activator 0.0 and MITF inh -10.1.
`CC(C)(C)CC(=O)N1CCN(S(=O)(=O)c2cccc(F)c2)CC1` gave GPR151 ag 0.4, TEAD-YAP inh -7.0, FBW7 activator -0.1 and MITF inh 2.3.
CC(C)C(=O)NCC(c1cccnc1)N1CCN(c2ccccc2)CC1 (stereo unspecified) was read as GPR151 ag -0.1, TEAD-YAP inh 2.1, FBW7 activator -0.1 and MITF inh 10.9.
For CCOC(=O)C1=C(N)N(c2ccc(Cl)cc2)C2=C(C(=O)CCC2)C1c1ccc(CC)cc1 (stereo unspecified) the results were GPR151 ag -0.6, TEAD-YAP inh 7.1, FBW7 activator 0.5 and MITF inh 10.9.
COc1cc(C(=O)Oc2ccc(C(=S)N3CCOCC3)cc2)cc(OC)c1OC was read as GPR151 ag 0.9, TEAD-YAP inh 3.5, FBW7 activator -0.1 and MITF inh -1.3.
For CCCCCCNC(CC(=O)Nc1cc(OC)ccc1OC)C(=O)O (stereo unspecified) the results were GPR151 ag -1.4, TEAD-YAP inh -2.8, FBW7 activator 0.2 and MITF inh 12.6.
COc1cc(OC)cc(N2C(=O)Cc3c2nc(N)c2c(N)nc(N4CCCC4)c(C#N)c32)c1 was read as GPR151 ag -0.8, TEAD-YAP inh 16.3, FBW7 activator 0.3 and MITF inh 12.2.
Screening COc1ccc(Cn2c(SCC(=O)NC3CCCC3)nc3ccsc3c2=O)cc1 returned GPR151 ag 0.4, TEAD-YAP inh -2.8, FBW7 activator 0.0 and MITF inh -3.1.
For CCN(CC)S(=O)(=O)c1ccc(-c2csc(Nc3ccccc3OC)n2)cc1 the results were GPR151 ag 1.4, TEAD-YAP inh 1.0, FBW7 activator 0.1 and MITF inh 5.9.
For CC(=O)C(Cc1ccccc1Cl)SC#N (stereo unspecified) the results were GPR151 ag -0.4, TEAD-YAP inh -1.6, FBW7 activator -0.1 and MITF inh -3.8.
Screening COc1cccc(/C=C(/NC(=O)c2ccc(C)c(C)c2)C(=O)N2CC3CC(C2)c2cccc(=O)n2C3)c1 (stereo unspecified) returned GPR151 ag -1.2, TEAD-YAP inh -1.3, FBW7 activator -0.1 and MITF inh 3.0.
C/C(CC(=O)NC(C)C)=N\NC(=O)c1cc(Cl)ccc1O was read as GPR151 ag -0.2, TEAD-YAP inh -9.5, FBW7 activator -0.1 and MITF inh -6.2.
`Cc1c(S(=O)(=O)Nc2ccc(Br)cc2)c(=O)n(C)c(=O)n1C` gave GPR151 ag -1.6, TEAD-YAP inh 6.4, FBW7 activator -0.1 and MITF inh 6.7.
Screening O=C(Cn1ncc2c1-c1ccccc1OC2)Nc1cccc(Cl)c1 returned GPR151 ag -0.2, TEAD-YAP inh -0.4, FBW7 activator 0.0 and MITF inh 3.3.
For Cc1ccc(C(=O)NC(=S)Nc2nc3ccccc3s2)cc1 the results were GPR151 ag 0.8, TEAD-YAP inh -39.9, FBW7 activator -0.2 and MITF inh 7.5.
O=C(CSc1nc2ccccc2c(=O)n1CC1CCC(C(=O)NCC2CCCO2)CC1)NCCC1=CCCCC1 (stereo unspecified) was read as GPR151 ag 0.2, TEAD-YAP inh 10.2, FBW7 activator -0.2 and MITF inh -2.4.
Cn1ccnc1C1(O)CCN(CC(=O)N2c3ccccc3Sc3ccccc32)CC1 was read as GPR151 ag -0.3, TEAD-YAP inh -2.2, FBW7 activator -0.4 and MITF inh 11.6.
Screening Cc1ccnc(NS(=O)(=O)c2ccc(NC(=O)c3ccc(Cl)cc3)cc2)n1 returned GPR151 ag -0.5, TEAD-YAP inh -1.5, FBW7 activator -0.1 and MITF inh 4.1.

Screening results from PubChem.
